# VHR inh abs: DUSP3 (human) phosphatase inhibition. recombinant VHR phosphatase, pNPP absorbance. P51452. AID 1654. inhibition, % at 13.3 µM. hit rate 0.52% among 290,000; in the data active = inhibition above about 50%; also: some compounds called inactive have numbers as strong as hits
# Target sequence (P51452 whole entry, looked up): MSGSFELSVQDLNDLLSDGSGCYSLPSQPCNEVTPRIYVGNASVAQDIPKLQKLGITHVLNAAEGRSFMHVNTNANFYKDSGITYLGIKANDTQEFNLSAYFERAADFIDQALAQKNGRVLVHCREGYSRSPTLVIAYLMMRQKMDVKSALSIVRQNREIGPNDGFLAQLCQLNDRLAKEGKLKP
# Anthrax LF inh2: blocks Bacillus anthracis lethal factor protease. hit rate 0.12% among 360,000. inhibition, % at 10 µM. AID 588501. P15917. multiplex microsphere protease cleavage assay, LF; also: plate controls were buffer without enzyme for full effect and enzyme alone for no effect
# MazF activator: increases E. coli MazEF RNase cleavage of RNA; hit rate 0.32% among 350,000; AID 504720; FAM/BHQ RNA-DNA oligo cleavage fluorescence, 5 h; activation, % at 20 µM; in the data active = activation above about 50%
# Target sequence (P0AE70 whole entry, looked up): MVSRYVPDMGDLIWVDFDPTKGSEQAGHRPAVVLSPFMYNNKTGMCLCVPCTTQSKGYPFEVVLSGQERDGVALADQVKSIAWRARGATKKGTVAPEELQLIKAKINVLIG
# 3CLpro inhibitor: SARS-CoV 3CLpro protease inhibition | P0C6X7 | AID 1706 | recombinant SARS-CoV 3CLpro, quenched FRET peptide cleavage | inhibition, % at 6 µM | hit rate 0.14% among 290,000; in the data active = inhibition above about 12%
# BoNT F protease: blocks Botulinum neurotoxin F light chain protease; hit rate 0.22% among 360,000; AID 588497; Multiplex microsphere protease cleavage assay, flow cytometry; inhibition, % at 10 µM; in the data active = inhibition above about 35%, passing the limit was not always enough; inconclusive = no clear call, values can overlap the other calls; also: plate controls were buffer without enzyme for full effect and enzyme alone for no effect
# CCHF vOTU inh: blocks the CCHF virus ovarian tumor domain protease. hit rate 0.55% among 370,000. CCHFV vOTU protease, Pep-AMC fluorescence. AID 651958. inhibition, % at 11.5 µM; in the data active = inhibition above about 30%; also: 0% = vehicle wells with enzyme and 100% = no enzyme wells
# PriA SSB inh: blocks PriA binding to SSB C-terminal tail | AlphaScreen SSBct-PriA binding, biotinylated peptide | inhibition, % at 33 µM | hit rate 0.6% among 430,000 | AID 1272365; in the data active = inhibition mostly above about 37%, no sharp cut-off; inactive = mostly below about 20%;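 also: plate controls were negative control peptide for no effect and reference peptide for full effect; strong numbers were not always called active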
# Rv3671c inh: Rv3671c (M. tuberculosis) protease inhibition | AID 2606 | hit rate 0.048% among 320,000 | inhibition, % at 5.96 µM | P9WHR9; in the data active = inhibition above about 38%;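 also: extracellular domain of Rv3671c used as enzyme; 0% = enzyme with DMSO and 100% = no enzyme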
# Target sequence (P9WHR9 whole entry, looked up, the tested form may be a part): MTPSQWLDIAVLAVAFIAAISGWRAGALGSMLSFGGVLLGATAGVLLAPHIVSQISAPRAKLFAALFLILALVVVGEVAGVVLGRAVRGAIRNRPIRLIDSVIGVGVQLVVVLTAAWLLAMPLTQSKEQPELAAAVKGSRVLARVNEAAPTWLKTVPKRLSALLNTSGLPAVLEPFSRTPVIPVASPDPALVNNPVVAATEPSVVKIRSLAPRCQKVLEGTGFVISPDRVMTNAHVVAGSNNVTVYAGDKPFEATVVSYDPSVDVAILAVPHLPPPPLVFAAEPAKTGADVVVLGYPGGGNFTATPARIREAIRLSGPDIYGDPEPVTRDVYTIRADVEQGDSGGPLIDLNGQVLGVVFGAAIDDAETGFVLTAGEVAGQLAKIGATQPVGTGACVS
# PrPC surface inh: cell surface PrPC inhibition, primary TR-FRET screen; P04156; hit rate 0.43% among 370,000; inhibition, % at 13.8 µM; TR-FRET read-out; AID 720596; in the data active = inhibition above about 24%; also: 0% = median of the test wells and 100% = reference compound wells
# BoNT A protease: inhibitors of Botulinum neurotoxin A light chain protease; inhibition, % at 10 µM; multiplex microsphere protease substrate cleavage, flow cytometry; AID 588499; hit rate 0.17% among 360,000; also: plate controls were buffer without enzyme for full effect and enzyme alone for no effect
# Starred values were filed as active, the others as inactive; ? = inconclusive; · = no result given. Rule as the data show it, unless noted: active = inhibition above about 30%; inconclusive = no clear call, values can overlap the other calls; inactive = below that. A portion of the library; rates above refer to the full screens.
SMILES,VHR inh abs,Anthrax LF inh2,MazF activator,3CLpro inhibitor,BoNT F protease,CCHF vOTU inh,PriA SSB inh,Rv3671c inh,PrPC surface inh,BoNT A protease
Cc1cccc(NC(=O)C2CCN(S(=O)(=O)c3ccc4c(c3)NC(=O)CO4)CC2)c1,-32,-1,5,1,3,7,6,3,4,0.0
COc1ccccc1Cn1c(C)c(C(=O)NCc2ccc(C#N)cc2)sc1=O,·,-5,·,·,3,-1,·,·,-2,-0.2
CCCCOc1ccc(C(=O)NCCC(=O)NCCCC(=O)OCC)cc1,2,-30,-12,5,?,-10,1,-2,-5,?
CCN(CC)CCCn1c2c(c(SCC(=O)Nc3ccccc3Cl)nc1=O)CCC2,·,?,6,·,?,1,-3,-6,-6,?
COCCn1nnnc1CN(Cc1cccnc1)Cc1cc2cc(OC)ccc2[nH]c1=O,27,0,10,-2,2,-14,-11,·,1,0.4
COc1ccc(OC)c(C(=O)Cn2nnc(-c3ccc(N4CCOCC4)cc3)n2)c1,4,-6,-4,2,2,-12,5,-9,1,-1.1
CCCC(=O)Nc1nnc(COC)s1,6,-1,-1,-2,-3,19,-4,6,2,-0.6
CNC(=S)N(Cc1cccs1)Cc1cc2ccc(OC)cc2[nH]c1=O,4,2,12,5,2,-8,-6,3,1,0.9
N#CC1(NC(=O)COC(=O)c2nc(Cl)ccc2Cl)CCCCC1,·,-2,-4,·,7,-1,6,2,1,2.4
N=c1c2c(-c3ccccc3)c(-c3ccccc3)n(Cc3ccco3)c2ncn1CCCO,-12,-10,15,-1,-7,-11,14,-1,-4,-0.2
O=C(NCC1CCCO1)C(c1ccc(N2CCOCC2)cc1)N(C(=O)Cn1nnc2ccccc21)c1ccccc1F (centres undefined),-15,-2,4,4,0,-4,-6,-7,1,0.0
O=C(COC(=O)c1ccccc1NC(=O)c1ccco1)NC1CC1,-2,-2,-2,1,-1,2,-16,0,-10,0.5
O=c1cc(CO)oc(CN2CCC(Cc3ccccc3)CC2)c1O,8,1,9,1,-20,5,-12,-4,-4,-1.1
CC(NC(=O)c1nn(C)c2c1CS(=O)(=O)c1ccccc1-2)c1ccccc1 (centres undefined),14,0,-18,-6,1,9,0,-9,8,-0.5
Cn1c(=O)[nH]c2nc[nH]c2c1=O,·,-12,5,·,-1,6,-9,-2,4,-0.4
CCN(CC)S(=O)(=O)c1cccc(C(=O)N2CCCCC2)c1,15,-10,-3,0,-10,7,-11,-6,4,0.0
Cc1nn(CC(=O)Nc2ccccn2)c(=O)c2ccccc12,15,2,7,1,-6,5,-8,-7,5,0.5
C=CCn1c(O)c(N=NC(=S)Nc2ccccc2C)c2cc(S(=O)(=O)N3CCOCC3)ccc21,-11,8,18,4,-7,1,15,15,-7,11
Cc1ccc(OCCn2cc(C(=S)N3CCCC3)c3ccccc32)cc1C,3,-2,-1,-2,27,5,-5,3,5,0.7
O=C1CC(=O)N(c2ccccc2F)C(=O)N1,7,-7,-5,3,8,-16,-7,5,-2,2.7
CCc1ccc(NC(=O)Cn2nnc(C(=O)NCc3ccc(OC)cc3)c2N)cc1,-2,-1,-8,4,-2,17,-21,-14,1,-1.3
NCC12CC3CC(C1)CC(c1ccc(Cl)cc1)(C3)C2,11,-7,30,-3,-14,12,12,-3,-10,0.6
CC(=O)c1c(C)[nH]c(C(=O)OCC(=O)NCc2ccccc2)c1C,·,-4,8,·,0,5,·,·,5,-0.6
Nc1cc2c(cc1Br)-c1ccccc1C2=NO,·,-1,11,·,-7,13,·,·,-13,0.7
COc1ccc(C2Nc3ccccc3C(=O)N2c2ccc(C)cc2)cc1Cn1nnc2ccccc21 (centres undefined),-19,-4,-3,8,10,-5,-12,-2,4,0.4

# The last four records of the part above lead into the next.
SMILES,VHR inh abs,Anthrax LF inh2,MazF activator,3CLpro inhibitor,BoNT F protease,CCHF vOTU inh,PriA SSB inh,Rv3671c inh,PrPC surface inh,BoNT A protease
NCC12CC3CC(C1)CC(c1ccc(Cl)cc1)(C3)C2,11,-7,30,-3,-14,12,12,-3,-10,0.6
CC(=O)c1c(C)[nH]c(C(=O)OCC(=O)NCc2ccccc2)c1C,·,-4,8,·,0,5,·,·,5,-0.6
Nc1cc2c(cc1Br)-c1ccccc1C2=NO,·,-1,11,·,-7,13,·,·,-13,0.7
COc1ccc(C2Nc3ccccc3C(=O)N2c2ccc(C)cc2)cc1Cn1nnc2ccccc21 (centres undefined),-19,-4,-3,8,10,-5,-12,-2,4,0.4
COC(=O)c1ccc(COC(=O)c2ccc(CS(=O)(=O)c3ccc(C)cc3)cc2)cc1,18,-2,-13,-2,9,7,-11,3,4,-0.1
CCOc1cc(/C=C2\CCCC(C(=O)C(F)(F)F)=C2O)ccc1O,1,-1,-16,1,-6,1,6,10,-1,-0.4
CCN1CCN(Cc2cccc(Oc3ccccc3)c2)CC1,15,2,5,-1,3,·,-7,0,·,0.1
O=C(/C=C/c1cccc(F)c1)Nc1cc(S(=O)(=O)N2CCOCC2)ccc1Cl,·,2,6,·,-2,12,-13,-8,-6,-0.2
Cc1ccc(S(=O)(=O)N2CCN(C(=O)COC(=O)C3CCC3)CC2)cc1,·,6,4,·,3,0,-14,4,0,1.1
CC(C)(C)OC(=O)N1CCCC(C(=O)Nc2cccc(C(=O)N3CCCC3)c2)C1 (centres undefined),·,-5,3,·,-3,-4,-6,2,-2,-1.4
CCCn1nc2cc(C(=O)NCc3ccc(OC)cc3)ccc2c1OCC,15,0,1,5,-6,-22,-7,1,-7,0.0
O=C(CCCc1ccccc1)NCCc1ccc(F)cc1,13,-17,-5,-2,?,-5,-7,-1,10,-4.5
Cc1ccc([N+](=O)[O-])c(OCCN2CCc3ccccc3C2)c1,-4,12,4,-4,?,8,1,13,-6,1.8
C/C(=N\NC(=O)CNC(=O)c1ccc(Br)cc1)c1ccco1,-14,-1,3,0,2,1,·,-2,-1,1.3
Cc1cc(C)c(C(=O)COC(=O)CCNS(=O)(=O)c2c(Cl)cccc2Cl)cc1C,-10,9,-1,1,14,3,-10,-24,-1,0.4
COC(=O)c1ccccc1NC(=O)Nc1cnccn1,-1,-24,0,4,7,1,-7,-7,4,0.3
Cc1ccc(NCC(O)Cn2cnc3c2c(=O)n(C)c(=O)n3C)cc1 (centres undefined),36,2,4,-2,-10,8,-4,1,6,-1.3
CCc1nnc(NC(=O)CSc2nnc(C(C)NC(=O)c3ccccc3)n2C)s1 (centres undefined),1,-4,11,-1,-4,-1,4,-2,6,-1.5
COc1ccccc1CNC(=O)CC(NS(=O)(=O)c1ccc(C)cc1)c1ccco1 (centres undefined),-8,-1,-1,-1,-7,17,8,-3,7,0.7
CC(C)(C)NC(=O)NC(=O)COc1ccccn1,29,-1,-6,1,2,6,-7,0,-3,-0.2
COc1ccc(S(=O)(=O)N2CCc3ccccc32)cc1C(=O)N1CCN(C=O)CC1,·,·,0,·,·,5,-14,-4,-10,·
CC(=O)NC(=O)NC1CSCC1OC(C)=O (centres undefined),12,-2,-6,-6,-4,-4,5,-3,5,?
Cc1ccc(S(=O)(=O)c2nc(-c3ccc(F)cc3)oc2N2CCOCC2)cc1,27,-10,1,-3,0,0,-11,-1,3,1.5
Clc1ccc(OCCOCCOc2cccc3cccnc23)c(Br)c1,8,-1,-13,0,-7,7,8,-13,-4,0.3
CCn1c(SCC(=O)NNC(=O)Cc2ccccc2)nnc1-c1ccncc1,13,0,2,2,-10,11,-11,-6,1,-2.5
COC(=O)[C@H]1[C@H](C(=O)OC)[C@@H](C(=O)OC)N(c2ccc(OC)cc2)[C@@H]1C(=O)OC,15,-1,6,-2,-3,-4,2,-2,6,0.6
O=C(NC1CCCC1)c1ccc(Cl)s1,14,-1,1,2,-9,-6,-11,-1,-4,-1.3
Cc1cc(C(=O)N/N=C/c2cccc([N+](=O)[O-])c2O)n[nH]1,-5,-1,2,-6,-3,0,·,3,-4,-0.9
COc1ccc(N2CCN(C3CCCN(C(=O)CN4CCOC4=O)C3)CC2)cc1 (centres undefined),-6,0,3,2,8,-10,-19,1,0,1.5

# 2 records drawn at random from the list so far:
SMILES,VHR inh abs,Anthrax LF inh2,MazF activator,3CLpro inhibitor,BoNT F protease,CCHF vOTU inh,PriA SSB inh,Rv3671c inh,PrPC surface inh,BoNT A protease
CCc1nnc(NC(=O)CSc2nnc(C(C)NC(=O)c3ccccc3)n2C)s1 (centres undefined),1,-4,11,-1,-4,-1,4,-2,6,-1.5
O=C(CCCc1ccccc1)NCCc1ccc(F)cc1,13,-17,-5,-2,?,-5,-7,-1,10,-4.5

# (further entries)
SMILES,VHR inh abs,Anthrax LF inh2,MazF activator,3CLpro inhibitor,BoNT F protease,CCHF vOTU inh,PriA SSB inh,Rv3671c inh,PrPC surface inh,BoNT A protease
CC1CCN(c2c(NCC3CCC(C(=O)N4CCCC(C)C4)CC3)c(=O)c2=O)CC1 (centres undefined),25,-5,13,2,-7,-2,-2,-2,-1,-0.3
CCC1Nc2ncnc(N3CCOCC3)c2N(Cc2ccccc2)C1=O (centres undefined),·,-5,2,·,-1,-7,-1,7,2,-0.3
CCOC(=O)c1ccc(S(=O)(=O)n2c(=O)oc3ccccc32)cc1,·,2,7,·,-6,-2,1,-2,5,-0.2
Cc1ccc(NC(=O)CNC(=O)OCc2ccccc2)cc1C,18,-5,9,1,-3,-7,-8,3,10,-0.7
COc1cc(SC)ccc1C(=O)OCC(=O)NCC(C)C,18,-1,0,7,3,-4,-1,-5,-2,0.0
CCCNC(=O)C1(C)CCN(C(=O)c2ccc(OC)cc2OC)C1 (centres undefined),·,-2,·,·,-2,8,·,·,5,-0.1
CC(=O)OCC(O)C1(O)CCC2C3CCC4=CC(=O)CCC4(C)C3C(O)CC21C (centres undefined),·,-11,·,·,1,-6,·,·,6,0.1
CCOC(=O)c1cccc(NC(=O)C2CCCN(S(=O)(=O)c3cnc[nH]3)C2)c1 (centres undefined),21,-12,12,-3,-17,3,-11,-5,-4,-1.0
O=C(OC1CCOC1=O)c1ccccc1C(=O)c1ccc(Cl)c([N+](=O)[O-])c1 (centres undefined),·,-4,5,·,-4,·,6,6,·,-2.8
COCc1cc(N2CCCCC2)nc(-c2ccccc2)n1,26,-8,3,1,-4,-8,-13,3,-1,1.7
COc1ccc(NC(=O)C2CCCN2S(=O)(=O)c2ccc3c(c2)CCC(=O)N3)cc1 (centres undefined),27,-10,6,-1,-19,3,6,6,6,-0.1
O=C1SCCC1NS(=O)(=O)c1ccc([N+](=O)[O-])cc1 (centres undefined),12,-2,8,-6,-3,11,9,-5,-6,-3.2
Cc1ccc(S(=O)(=O)C2(C(=O)NCc3ccc4c(c3)OCO4)CC2)cc1,7,0,8,1,-7,-2,-4,-7,0,-0.4
COc1cc(-c2c(C#N)c(N)nc3[nH]c(=S)[nH]c(=O)c23)ccc1O,-10,-7,7,-3,13,10,-12,2,3,-2.0
O=C(NCCCNC(=O)c1cccnc1)c1ccc(Cl)cc1,27,15,1,-1,10,9,-9,-2,-13,5.5
CCCCn1c(N)c(N(CCC(C)C)C(=O)c2ccc3ccccc3c2)c(=O)[nH]c1=O,·,-2,3,·,-5,3,-13,-3,-1,-0.2
CCOc1cccc(CN2CCC(n3nccc3NC(=O)c3ccc4c(c3)OCO4)CC2)c1,-3,-1,5,1,4,11,-1,6,-7,1.1
COc1ccc(NC(=O)C2Cc3c(-c4cccc(NC(C)=O)c4)ccnc3O2)cc1 (centres undefined),·,-5,·,·,2,12,·,·,-2,0.0
Nc1nc(NCc2ccccc2Cl)n(-c2ccccc2)n1,2,-2,8,1,8,-8,2,-1,6,3.2
CCOC(=O)N/N=C/c1ccc(C)o1,-8,-3,7,-1,-7,-4,·,3,4,-0.3
c1ccc(-c2cnc(-c3ccccc3)nn2)cc1,·,-18,-8,·,2,20,-16,1,-9,0.6
CC(O)c1c(-c2ccccc2)nn(C)c1Cl (centres undefined),26,-1,3,-2,1,-4,-7,-14,-5,-0.4
CCOc1ccc(CC(=O)C2C(=O)CC(C)(C)CC2=O)cc1OCC,-1,-2,-4,2,-14,-2,-4,4,7,0.4
COC(=O)CCC(=O)N1CCc2cc(S(=O)(=O)N3CCc4ccccc43)ccc21,29,-1,4,-4,-10,-1,-4,4,1,-0.8

# Screening data deposited in PubChem BioAssay by several laboratories.
